NadD inh: inhibitors of S. aureus NadD, primary screen, biochemical, colorimetric, uHTS; purified NadD enzyme, colorimetric absorbance read-out; 360,000 tested, 0.78% active; Nicotinate-nucleotide adenylyltransferase NadD (Staphylococcus aureus N315); AID 602399, 2012; inhibition, % at 20 µM; in the data active = inhibition above about 26%; also: some compounds past the cut are filed as inactive
DNMT1 block: human DNMT1 methyltransferase inhibitors, primary screen, biochemical, molecular beacon, fluorescence, HinP1I cleavage, uHTS. DNA (cytosine-5)-methyltransferase 1 (Homo sapiens), P26358. inhibition (reported as % activation of signal), % at 10 µM. 360,000 tested, 0.83% active. AID 588458, 2011; in the data active = inhibition above about 50%
TbMetRS inhib: T. brucei MetRS inhibitors, primary screen, biochemical, luminescence | methionyl-tRNA synthetase (Trypanosoma brucei brucei) | purified T. brucei MetRS, ATP depletion, Kinase-Glo luminescence | inhibition, % at 11.9 µM | 360,000 tested, 0.4% active | AID 624268, 2012;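 active = inhibition above a per-plate cutoff of the control wells' mean inhibition plus 3 SD, cut at about 5.5% in these data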;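 also: 0% = DMSO wells median and 100% = median of wells with control inhibitor compound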
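Dosing: 11.9 µM single point; system: parasite MetRS enzyme; technique: luminescence of leftover ATP; times: 15 min enzyme-compound preincubation, 2 h reaction, 10 min detection, 25 °C; replicates: each compound tested once; read-out basis: percent inhibition relative to median high and low control wells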
SKN-1 block: suppressors of acrylamide-induced Pgst-4::GFP reporter in worms, primary screen, SKN-1 inhibitor project, whole organism, uHTS, GFP/RFP fluorescence ratio, strain VP596; inhibition, % at 21.8 µM; 360,000 tested, 0.49% active; AID 624304, 2012; C. elegans VP596 Pgst-4::GFP/RFP ratio, 24 h;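 active = interference check ratio from 0.5 to 1.5 plus GFP to RFP signal ratio inhibition reaching or exceeding a fixed threshold, cut at about 30% in these data, passing the limit was not always enough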; also: some compounds called inactive have numbers as strong as hits
Neddyl block: inhibitors of cullin neddylation, primary screen, biochemical, TR-FRET, uHTS, NAE and Ubc12. NEDD8-conjugating enzyme Ubc12 (Homo sapiens) + NEDD8-activating enzyme E1 regulatory …. calls only at 25 µM. 360,000 tested, 0.58% active. AID 651699, 2012; in the data active = inhibition above about 36%
Scp-1 inhibitor: Scp-1 phosphatase inhibitors, primary screen, biochemical, colorimetric, uHTS; Carboxy-terminal domain RNA polymerase II polypeptide A small phosphatase 1 (Homo …; Recombinant Scp1, phosphopeptide, malachite green phosphate absorbance; inhibition, % at 20 µM; 340,000 tested, 0.88% active;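 active = inhibition above about 50% at 20 µM, limit read from the data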;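 also: plate controls were DMSO wells with enzyme for no effect and wells lacking enzyme for full effect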
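System: SCP-1 catalytic domain; Reagent: Phospho 17-mer peptide substrate; Doses: one concentration, 20 µM, with 1.0% DMSO; Incubation: 45 min room-temperature reaction, 5 min colour, 30 min stabiliser; Signal: Phosphate-binding colour reagent, absorbance read at 630 nm.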
LMPTP inh: LMPTP phosphatase inhibitors, primary screen, biochemical, fluorescence intensity, uHTS | Low molecular weight phosphotyrosine protein phosphatase (Homo sapiens), P24666 | recombinant LMPTP-A, OMFP fluorogenic substrate | inhibition, % at 20 µM | 360,000 tested, 0.22% active | AID 651560, 2012;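 active = compounds that cut the enzyme signal by at least half of the control window in the single-dose screen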;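 also: plate controls were DMSO wells with enzyme plus substrate for no effect and substrate without enzyme for full effect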
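Test system: LMPTP-A, protein tyrosine phosphatase of low molecular weight; Input: 0.625 nM enzyme; Incubation: 50 min dark incubation at room temperature; Signal: endpoint fluorescence intensity from OMFP dephosphorylation; Read-out basis: % inhibition versus control wells.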
CendR NRP1 mod: modulators of CendR peptide binding to NRP-1, primary screen, biochemical, fluorescence polarization, uHTS; Neuropilin-1 (Homo sapiens), O14786; FAM-RPARPAR peptide binding to NRP-1; inhibition, % at 25 µM; 360,000 tested, 0.85% active; AID 602438, 2012;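 active = inhibition or corrected inhibition above about 18%, plus a signal ratio from 0.5 to 1.5, limit read from the data, passing the limit was not always enough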; also: strong numbers were not always called active
Target sequence (O14786 whole entry, looked up): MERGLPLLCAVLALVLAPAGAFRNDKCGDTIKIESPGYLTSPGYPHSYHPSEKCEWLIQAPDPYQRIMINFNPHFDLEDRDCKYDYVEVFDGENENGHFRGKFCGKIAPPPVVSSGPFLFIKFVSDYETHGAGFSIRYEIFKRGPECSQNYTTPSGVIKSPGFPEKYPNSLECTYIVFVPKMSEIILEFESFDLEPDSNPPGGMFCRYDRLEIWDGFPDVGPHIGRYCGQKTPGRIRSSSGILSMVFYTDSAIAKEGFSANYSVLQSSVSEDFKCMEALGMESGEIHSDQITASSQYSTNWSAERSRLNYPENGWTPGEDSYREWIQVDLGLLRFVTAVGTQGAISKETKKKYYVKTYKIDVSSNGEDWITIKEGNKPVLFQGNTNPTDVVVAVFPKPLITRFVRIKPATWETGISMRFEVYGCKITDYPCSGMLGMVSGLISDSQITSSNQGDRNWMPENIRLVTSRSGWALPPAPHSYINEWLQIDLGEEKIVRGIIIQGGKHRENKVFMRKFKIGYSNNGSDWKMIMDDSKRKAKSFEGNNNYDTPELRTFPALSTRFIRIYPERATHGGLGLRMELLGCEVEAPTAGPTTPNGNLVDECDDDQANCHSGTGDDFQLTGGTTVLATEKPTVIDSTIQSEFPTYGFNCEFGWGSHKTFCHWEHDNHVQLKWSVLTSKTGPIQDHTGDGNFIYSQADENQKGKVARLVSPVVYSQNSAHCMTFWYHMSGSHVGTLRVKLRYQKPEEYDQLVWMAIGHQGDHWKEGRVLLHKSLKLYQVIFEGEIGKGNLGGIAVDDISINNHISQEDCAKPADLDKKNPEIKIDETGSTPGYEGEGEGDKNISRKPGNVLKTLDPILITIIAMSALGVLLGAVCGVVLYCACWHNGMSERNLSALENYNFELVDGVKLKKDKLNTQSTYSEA
STEP block: STEP phosphatase inhibitors, primary screen, biochemical, fluorescence intensity, uHTS; Tyrosine-protein phosphatase non-receptor type 5 (Homo sapiens), P54829; recombinant STEP, OMFP fluorogenic substrate; inhibition, % at 20 µM; 360,000 tested, 0.25% active; AID 588621, 2011;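 active = inhibition at 20 µM, scaled per plate between control wells, above about 37%, limit read from the data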;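 also: 0% = DMSO with enzyme and substrate and 100% = substrate only without enzyme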
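Test system: STEP tyrosine phosphatase / Reagent: OMFP at 25 µM / Doses: 20 µM, 1% DMSO / Read-out: percent inhibition scaled to no-enzyme and uninhibited-enzyme controls, plate-pattern corrected / Detection: FITC-channel fluorescence of OMFP product / Medium: Bis-Tris buffer pH 6.0, 2.5 mM DTT, 0.005% Tween 20 / Schedule: 20 min at room temperature, dark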
SUMO1-SIM PPI: modulators of SUMO1 protein-protein interactions, primary screen, biochemical, uHTS. SUMO1 binding to a labelled peptide, TR-FRET, 1 h. 360,000 tested, 0.33% active. inhibition, % at 20 µM; in the data active = inhibition above about 37%
Target sequence (P63165 whole entry, looked up): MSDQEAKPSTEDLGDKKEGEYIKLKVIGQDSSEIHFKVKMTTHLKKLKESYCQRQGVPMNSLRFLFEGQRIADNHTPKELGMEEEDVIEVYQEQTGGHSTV
* = called active by the depositor; i = inactive; . = no result given.

LMPTP inh	TbMetRS inhib	STEP block	SUMO1-SIM PPI	Neddyl block	Scp-1 inhibitor	NadD inh	SKN-1 block	CendR NRP1 mod	DNMT1 block	smiles
1.1	0.4	-2.4	1.2	i	-2.0	-5.0	-6.9	-7.1	1.2	Cc1ccnc(NCc2ccccc2O)c1
0.1	-0.6	2.1	-13.1	i	-5.3	-0.6	17.8	3.6	-2.6	O=[N+]([O-])c1ccccc1/C=N/N1CCN(c2ccncc2S(=O)(=O)N2CCCCC2)CC1
-0.7	-0.7	1.7	-2.5	i	44.3	3.8	-18.9	-16.6	-3.0	CC(=O)NCc1ccc(C(=O)CSc2nnc(-c3ccncc3)n2Cc2ccccc2)o1
-1.0	0.1	-5.2	-5.9	i	-3.3	-12.4	10.3	19.1	0.7	COc1ccc(C(=O)Cn2nnc(-c3ccccc3NC(=O)c3ccco3)n2)cc1
0.6	-0.2	-1.9	3.0	i	0.7	-7.3	-10.2	-6.9	0.7	CCc1ccc(C(=O)C(C)OC(=O)Cn2[nH]c(=O)c3ccccc3c2=O)cc1 (centres undefined)
8.3	0.1	.	4.6	i	.	1.2	3.2	-8.6	.	COC(=O)[C@]12CCCCC=C1N(Cc1ccc(Cl)cc1Cl)C(=O)[C@H](CC(=O)NCCCCc1ccccc1)C2
-1.3	0.2	-1.9	2.4	i	-7.6	2.7	15.3	7.9	4.0	CCCn1c(N)c(N(CCOC)C(=O)CSCC(=O)Nc2ccc(C)cc2)c(=O)[nH]c1=O
-0.2	-1.0	-6.9	1.9	i	-3.1	-2.6	-5.6	-6.8	6.2	N#Cc1cc(C(=O)c2cc(Cl)ccc2O)cn(-c2ccccc2)c1=O
-0.5	-0.4	2.8	11.6	i	15.5	24.1	10.0	-4.1	-3.0	CC(=O)NS(=O)(=O)c1ccc(NC(=O)c2cc(-c3ccc(C)c(C)c3)nc3ccccc23)cc1
-1.2	-0.5	-2.6	-0.9	i	1.1	-10.9	6.6	3.5	0.3	Cc1ccc(C(=O)Nc2ccccc2C(=O)NCC2CCCO2)cc1 (centres undefined)
2.7	-0.3	1.8	-21.6	i	27.9	-3.6	8.2	15.3	0.2	CCOC(=O)C1C(=O)C=C(c2cccs2)CC1c1ccccc1C (centres undefined)
0.9	-0.6	1.4	-1.2	i	-1.2	1.8	18.1	-0.6	1.2	Cc1occc1-c1nnc(SCC(=O)NC2CCCCC2C)o1 (centres undefined)
1.4	-0.5	1.5	-0.3	i	-9.1	1.2	-12.3	-8.0	-1.3	CCOC(=O)c1c(NC(=O)C2COc3ccccc3O2)sc(C)c1C (centres undefined)
1.1	-0.1	8.7	5.3	i	-5.5	9.9	13.6	-9.0	-8.7	COc1ccc(Cc2nn3c(-c4cc(OC)c(OC)c(OC)c4)nnc3s2)cc1
0.7	0.5	-0.7	2.0	i	-8.3	2.7	-2.0	12.9	2.0	O=C(NCCS(=O)(=O)c1ccc(Br)cc1)c1ccc(F)cc1
2.0	-0.1	-2.3	-18.3	i	-12.0	-7.1	-5.8	10.7	-3.8	COc1ccc(C(=O)Nc2ccc(S(=O)(=O)N3CCCC3)cc2)cc1[N+](=O)[O-]
0.1	-0.3	-0.4	-2.1	i	-2.2	-3.8	10.6	-1.5	0.0	O=C(COC(=O)/C=C/c1cccc(F)c1)NC(=O)NCc1ccccc1
0.0	-0.5	-1.1	-2.2	i	.	1.3	9.0	-15.5	4.8	CCNC(=O)C1(C)CCCN1C(=O)c1ccc2c(c1)OCO2 (centres undefined)
0.4	-0.8	-2.0	-0.7	i	6.2	-5.6	0.9	-0.7	-5.9	O=C(c1cccnc1)N1CCN(C/C=C/c2ccccc2)CC1
3.6	-0.1	2.8	4.5	i	-19.8	-0.5	-2.1	11.6	-0.6	CCCCNC(=O)c1onc(CSc2cccc(OC)c2)c1C(=O)NCCCC
1.0	-1.0	-6.3	-2.8	i	-8.5	-1.3	-11.1	4.6	-3.9	COC(=O)c1[nH]c2cc(OC)c(OC)cc2c1NC(=O)c1cccc(OC)c1
-0.5	1.2	-2.2	13.9	i	-6.8	-3.6	-4.9	-5.5	0.7	CCOC(=O)C1CCCN(c2c(NCCc3cccc(C)c3)c(=O)c2=O)C1 (centres undefined)
1.0	-0.3	1.3	-12.5	i	-4.5	-0.6	-7.8	5.5	-0.1	Cc1ccccc1-c1ccnc2[nH]n(-c3ccccc3)c(=O)c12
-2.0	1.4	-0.9	1.7	i	2.0	-5.4	-11.7	10.4	-0.5	NCCCCCc1nnc(SCc2ccc(Cl)cc2Cl)o1
-0.1	-0.5	0.3	2.8	i	-4.0	-0.5	19.5	-0.8	0.9	CS(=O)(=O)c1ccc(Cl)c(NC(=O)CSc2n[nH]c(N)n2)c1
-0.9	-0.9	-2.2	-2.2	i	6.0	3.0	-14.6	-9.4	1.7	CCCCn1c(N)c(N(CC)C(=O)c2cc(Br)ccc2Cl)c(=O)[nH]c1=O
1.0	-0.2	-2.1	13.1	i	-15.2	-0.6	-6.0	2.9	4.9	O=C(NNC(=O)c1ccccc1O)c1ccc(NS(=O)(=O)c2ccc(F)c(F)c2)cc1
0.0	0.2	-3.0	0.2	i	-2.7	1.2	-8.6	3.7	1.9	O=C(Cn1nnc(-c2ccc(Cl)cc2)n1)NCC1CCCCC1
-2.9	-0.6	-2.0	2.5	i	-3.8	-1.4	-9.1	0.3	1.0	COc1ccc(NC(=O)N[C@@H](Cc2ccccc2)C(=O)NN)cc1
-0.9	-0.8	2.4	-0.7	i	6.0	-1.8	-9.4	-8.3	1.1	CCOC(=O)C(CC)n1nc(C)n2c(cc3sccc32)c1=O (centres undefined)
-0.6	0.0	-3.7	-22.9	i	-5.6	-5.5	1.9	5.5	1.5	COc1ccc(-c2ccc(=O)n(Cc3ccc([N+](=O)[O-])cc3)n2)cc1
2.4	-0.4	-1.6	-9.7	i	-3.1	1.7	9.2	-8.1	-4.7	CCOc1ccccc1N(CC(=O)N/N=C/c1cc(Br)ccc1OC)S(C)(=O)=O
1.3	-0.5	0.3	1.2	i	-3.2	-3.9	-4.6	-2.5	-1.3	COC1CCN(C(=O)c2ccc(OC3CCN(CCc4ccccc4)CC3)cc2)CC1
-0.5	-0.8	-3.2	4.7	i	0.3	0.0	3.3	5.5	-4.0	COC(=O)CCC(=O)N1CCCC(C(=O)c2cc(F)ccc2F)C1 (centres undefined)
-2.9	0.1	-2.5	-1.9	i	.	-1.9	10.8	2.2	5.7	O=P(O)(Cc1ccccc1)c1ccccc1
-1.2	-0.2	-0.6	-2.1	i	-6.5	-0.7	-5.4	-9.3	-0.3	CCOC(=O)C1CCCN(Cc2c(F)cccc2Cl)C1 (centres undefined)
-0.3	-0.2	3.0	-1.5	i	-14.7	-8.7	4.6	2.8	-0.1	CC(=O)c1ccc(OCc2ccc(C(=O)c3ccccc3)cc2)cc1
-1.2	0.4	-1.6	-1.4	i	-5.2	7.3	3.5	-0.8	-0.5	COc1ccc(CO/N=C/c2c(C)[nH]c(=O)[nH]c2=O)cc1
-1.5	-0.2	-0.5	3.1	i	-1.2	-3.3	4.3	-3.9	0.9	Cc1ccc(S(=O)(=O)NCCC(=O)N2CCCCCCC2)cc1
0.6	-1.0	4.2	-5.4	i	5.4	2.6	-5.7	10.6	4.6	O=c1c2ccccc2nc2n1C(CSCc1cccc(C(F)(F)F)c1)CS2 (centres undefined)

Reprinted at random: 3 records from the list, in no set order.
LMPTP inh	TbMetRS inhib	STEP block	SUMO1-SIM PPI	Neddyl block	Scp-1 inhibitor	NadD inh	SKN-1 block	CendR NRP1 mod	DNMT1 block	smiles
-0.5	1.2	-2.2	13.9	i	-6.8	-3.6	-4.9	-5.5	0.7	CCOC(=O)C1CCCN(c2c(NCCc3cccc(C)c3)c(=O)c2=O)C1 (centres undefined)
-0.1	-0.5	0.3	2.8	i	-4.0	-0.5	19.5	-0.8	0.9	CS(=O)(=O)c1ccc(Cl)c(NC(=O)CSc2n[nH]c(N)n2)c1
-0.5	-0.8	-3.2	4.7	i	0.3	0.0	3.3	5.5	-4.0	COC(=O)CCC(=O)N1CCCC(C(=O)c2cc(F)ccc2F)C1 (centres undefined)

Further results.
LMPTP inh	TbMetRS inhib	STEP block	SUMO1-SIM PPI	Neddyl block	Scp-1 inhibitor	NadD inh	SKN-1 block	CendR NRP1 mod	DNMT1 block	smiles
2.0	-0.2	12.7	-0.4	i	3.8	2.3	1.5	-2.5	-3.9	COc1cccc(CN(Cc2ccco2)C(c2ccc(F)cc2)c2nnnn2C(C)(C)C)c1 (centres undefined)
0.0	-1.2	0.6	2.9	i	-6.5	4.0	-1.8	3.1	-1.0	CN(C)S(=O)(=O)N1CCN(CC(=O)Nc2ccc(F)cc2)CC1
0.5	0.6	0.5	-3.6	i	-5.8	3.0	-11.1	3.9	-3.4	Cc1ccc(-c2nnc(-c3ccccc3)c(N3CCOCC3)n2)cc1
-0.9	-0.3	2.8	0.5	i	-10.6	-1.5	-4.1	-7.9	4.7	CC(C)CCN(C(=S)Nc1cccc(F)c1)C(C)c1cccs1 (centres undefined)
0.2	-0.3	1.2	3.5	i	-7.5	-3.1	12.4	-12.8	1.4	COC(=O)c1ccc2c(=O)n(CCN3CCOCC3)c(SCC(=O)Nc3ccccc3Cl)nc2c1
1.8	-0.1	0.4	-15.5	i	3.2	1.7	-4.3	6.2	-9.3	O=C(Nc1ccc(N2CCCCCC2)cc1)c1ccc[nH]1
-2.3	-1.6	1.5	-2.3	i	-4.5	12.5	15.1	-0.5	0.3	CCOC(=O)C(NCCCO)c1ccccc1 (centres undefined)
-0.2	2.5	2.9	-37.3	i	-9.0	0.4	-3.8	0.5	-4.9	COc1ccc(-n2c(CN3CCC(C)CC3)nc3ccc([N+](=O)[O-])cc3c2=O)c(OC)c1
-1.0	-0.8	3.3	-12.7	i	.	0.5	17.4	-2.5	-5.0	Cc1nc(NC(=O)C(C)(C)C)sc1C(=O)Cn1cc(CCc2ccccc2)nn1

Rows were taken by chance; 4.6% or so of the library scored in one or more.
